# E coli growth: reduces bacterial viability in AddAB counter-screen. E. coli V3065 growth, OD600 absorbance, 18 h. inhibition, % at 11.9 µM. actives 0.27% (n = 330,000). AID 449728;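 active = inhibition above the campaign's mean inhibition across all tested compounds plus 3 SD, cut at about 9.9% in these data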;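 also: uninfected addAB+ strain grown without phage in ampicillin broth; 0% = DMSO wells and 100% = ciprofloxacin 0.95 µg/ml wells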
# DAGLB inhibitor: blocks human DAGLB lipase activity | actives 0.059% (n = 340,000) | AID 504411 | inhibition, % at 5.17 µM | HEK293T DAGLB membrane lysate, EnzChek fluorogenic substrate; in the data active = inhibition above about 34%;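 also: 0% = enzyme with vehicle and 100% = wells lacking enzyme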
# Target sequence (Q8NCG7 whole entry, looked up): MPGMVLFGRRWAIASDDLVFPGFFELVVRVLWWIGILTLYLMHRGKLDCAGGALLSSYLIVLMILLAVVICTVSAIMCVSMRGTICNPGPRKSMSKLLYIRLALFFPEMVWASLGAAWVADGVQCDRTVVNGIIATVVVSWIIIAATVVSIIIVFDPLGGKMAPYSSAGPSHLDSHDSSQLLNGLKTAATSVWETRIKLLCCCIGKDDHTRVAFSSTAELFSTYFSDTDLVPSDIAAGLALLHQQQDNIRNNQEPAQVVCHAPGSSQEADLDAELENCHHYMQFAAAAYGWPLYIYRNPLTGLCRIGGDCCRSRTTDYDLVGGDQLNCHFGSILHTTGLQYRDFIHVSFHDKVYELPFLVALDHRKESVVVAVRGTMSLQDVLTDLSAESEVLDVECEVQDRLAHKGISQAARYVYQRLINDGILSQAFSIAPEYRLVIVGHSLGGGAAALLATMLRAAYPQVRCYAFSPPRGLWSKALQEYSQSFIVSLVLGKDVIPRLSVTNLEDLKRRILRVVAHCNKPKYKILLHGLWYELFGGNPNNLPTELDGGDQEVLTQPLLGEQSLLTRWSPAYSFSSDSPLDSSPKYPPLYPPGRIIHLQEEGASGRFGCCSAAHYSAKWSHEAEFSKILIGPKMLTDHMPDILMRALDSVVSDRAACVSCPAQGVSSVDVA
# PvdQ acylase: P. aeruginosa PvdQ acylase inhibition; purified PvdQ acylase, fluorescence plate reader; inhibition, % at 10 µM; actives 0.063% (n = 340,000); AID 488965; in the data active = inhibition above about 30%, passing the limit was not always enough;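 also: 0% = vehicle neutral wells and 100% = reference inhibitor wells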
# Tat transport: blocks Tat-dependent protein export in E. coli; inhibition, % at 10 µM; actives 0.036% (n = 340,000); E. coli MC4100 TorA-mCherry Tat export, fluorescence;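 active = mean replicate inhibition at least 50% and at least half of replicates individually reaching 50%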;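 also: exported cargo escapes ClpAP degradation while cytoplasmic cargo is degraded and loses fluorescence; 0% = median of neutral control wells and 100% = median of NaSCN control wells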
# Rtt109 Vps75: inhibitors of Candida albicans Rtt109/Vps75 histone acetyltransferase | AID 540336 | actives 0.16% (n = 330,000) | purified Rtt109/Vps75, ThioGlo CoA-SH fluorescence, 4 h | inhibition, % at 34.9 µM;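 active = inhibition of at least 50% in every replicate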
# Target sequence (Q5AAJ8 whole entry, looked up): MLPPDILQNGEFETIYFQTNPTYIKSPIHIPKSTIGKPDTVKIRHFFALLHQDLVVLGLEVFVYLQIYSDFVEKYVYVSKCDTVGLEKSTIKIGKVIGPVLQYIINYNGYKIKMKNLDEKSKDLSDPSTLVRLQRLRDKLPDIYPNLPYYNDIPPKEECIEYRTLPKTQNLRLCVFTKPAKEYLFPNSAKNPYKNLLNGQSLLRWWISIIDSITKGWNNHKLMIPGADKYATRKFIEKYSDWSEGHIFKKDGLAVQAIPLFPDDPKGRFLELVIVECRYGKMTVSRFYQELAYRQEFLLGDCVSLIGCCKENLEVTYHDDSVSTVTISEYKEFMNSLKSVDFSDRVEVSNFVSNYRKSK
# AddAB inh: less growth of phage-infected E. coli with AddAB; E. coli expressing H. pylori AddAB, absorbance growth; inhibition, % at 11.9 µM; actives 0.29% (n = 330,000); AID 435030; in the data active = inhibition above about 12%;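 also: 0% = vehicle wells of infected cells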
# PfHsp90 set2: growth inhibition of yeast expressing Plasmodium Hsp90; S. cerevisiae expressing PfHsp90, BacTiter-Glo ATP, 48 h; yeast lacking PDR1 and PDR3 efflux regulators; inhibition, % at 9.4 µM; actives 0.32% (n = 310,000); AID 504621;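 active = every replicate shows inhibition above about 80%, whatever the replicate mean, limit read from the data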;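 also: 0% = DMSO neutral controls and 100% = 20 µM radicicol positive controls; yeast relying on Plasmodium falciparum Hsp90 in place of its own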
# phage Ecoli inh: E. coli growth loss with phage present; growth absorbance; inhibition, % at 11.9 µM; actives 0.26% (n = 360,000); in the data active = inhibition above about 11%
# Wnt bcat act: activates Wnt/beta-catenin signaling in a reporter cell assay; activator, plate reader; actives 1.2% (n = 300,000); activation, % at 9.35 µM; in the data active = activation above about 30%, passing the limit was not always enough;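 also: 0% = neutral control wells and 100% = positive control wells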
# CAL PDZ FP: blocks peptide binding to human CAL PDZ domain; Q9HD26; purified CAL PDZ, TMR-peptide fluorescence polarization, 1 h; inhibition, % at 20 µM; actives 0.02% (n = 330,000); AID 504414;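 active = highest replicate inhibition of at least 40%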;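 also: plate controls were DMSO neutral control wells for no effect and unlabeled competitor peptide control wells for full effect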
#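 Test system: tagged CAL PDZ domain / Buffer or medium: sodium phosphate/NaCl buffer pH 7.4 with TCEP, IgG, Thesit / Reagent: TMR-labelled reporter peptide T*-PRC34 bound in PDZ groove / Compound dosing: single point, 20 µM / Schedule: 1 h incubation at room temperature before polarization reading / Technique: fluorescence polarization (mP) / Benchmarks: unlabelled peptide, DMSO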
# Numbers without * were called inactive; / = no result given; & = joins results of further samples.
SMILES,E coli growth,DAGLB inhibitor,PvdQ acylase,Tat transport,Rtt109 Vps75,AddAB inh,PfHsp90 set2,phage Ecoli inh,Wnt bcat act,CAL PDZ FP
CN1CCN(C(=O)CNC(=O)C23CC4CC(CC(C4)C2)C3)CC1,-1.2,-3,-5,-4,11,-1.5,1,0.8,-5,0.0
CCCN(CCC)Cc1c(C(=O)N/N=C/c2ccc(C)o2)nnn1-c1nonc1N,-0.8,1,-12,-4,5,1.3,-19,2.2,0,-1.1
Cc1ccc(Cl)c(Nc2ccccc2C(=O)O)c1Cl,2.8&2.9,6&9,0&-8&4,-3&-3&1,-1&5&6,1.3&0.1,-4&8,4.3&3.3,1&-1&-3,1.0&0.2
Cc1ccc(Cl)c(OCC(=O)Nc2ccccc2N2CCCCC2)c1,1.0,-13,-14,-2,-9,-0.2,-39,0.9,1,-2.6
O=C(Nc1cccc(NC(=O)C2CC3CCCC(C2)C3=O)n1)C1CC2CCCC(C1)C2=O (stereo unspecified),0.2,-1,-9,13,-4,0.6,17,1.8,-1,-0.1
CCC(=O)N1CCc2cc(S(=O)(=O)NCCC(=O)NCc3ccccc3OC)ccc21,-0.5,0,-2,4,-1,0.2,17,-0.6,1,-2.8
COc1ccc(Cl)cc1NC(=O)CCn1c(=O)oc2ccccc21,-1.2,-2,-9,0,-10,1.5,-13,1.4,-5,0.0
COc1cc2nc(/C=C/c3cc(OC)c(OC)c(OC)c3)sc2cc1SC,0.4,-4,-35,-5,-8,0.0,4,1.4,/,-2.6
O=C(O)c1cc(=O)c2c(Cl)cc(Cl)cc2[nH]1,2.8,2,7,-7,-3,-0.6,-2,3.0,-1,0.1
COc1ccc(OC)c(S(=O)(=O)N(C)CC(=O)N2CCCCC2)c1,0.6,-2,5,-3,6,0.4,-16,0.6,2,-0.4
COc1ccc(C(=S)N2CCCC2)cc1Br,-2.1,-3,-17,-7,-7,-2.3,-19,2.8,-1,1.2
O=C(CCC(=O)c1cccs1)NCc1ccc(Cl)cc1,-0.1,-2,10,3,0,0.9,/,4.2,-4,-0.1
COc1ccc(N2C(S)=C(C#N)C(=O)NC2c2ccc(OC)c(OC)c2)cc1 (stereo unspecified),2.3,1,-9,-8,110*,2.4,-8,3.0,5,-0.8
CC(C)N(C(=O)COC(=O)c1cccc(S(=O)(=O)N2CC3(C)CC2CC(C)(C)C3)c1)C(C)C (stereo unspecified),/,-9,1,-142,14,/,/,4.1,-3,-1.8
COc1cc(Br)cc(/C=N/NC(=O)Cc2ccc(C(F)(F)F)cc2[N+](=O)[O-])c1O,-0.8,2,0,-5,0,4.6,-19,2.6,-1,0.2
CCCCN(C)CCNC(=O)c1nn(-c2ccc(OC)cc2)c(=O)c2c1c1ccccc1n2C,0.9,-2,1,-1,4,3.7,18,3.3,2,-5.6
N#Cc1cnn(-c2nc3sc4c(c3c(=O)[nH]2)CCCC4)c1N,-0.2,1,7,8,6,0.3,4,1.0,/,0.1
O=C(Cc1cccs1)N(Cc1ccco1)C1(C(=O)NC2CCCC2)CCCCC1,1.0,-2,-7,8,0,-0.2,-20,-0.8,/,-1.9
CN(C)C(=O)c1ccc(NC(=O)COC(=O)c2cc(S(=O)(=O)N(C)C)ccc2N2CCCC2)cc1,-0.1,-1,6,2,15,5.2,0,0.8,-1,-1.7
C/C(=N\Nc1ccc(C(=O)O)cc1)c1ccc(S(=O)(=O)NCc2ccco2)cc1,1.6,1,-17,-6,2,0.3,-6,1.5,3,-2.6
CCN(CC)CCNC(=O)C1CCN(S(=O)(=O)N2CCCCC2)CC1,0.8,1,0,1,0,-0.6,4,0.5,/,-0.9
CCOC(=O)C1CCCN(S(=O)(=O)c2cc3[nH]c(=O)c(=O)[nH]c3cc2C)C1 (stereo unspecified),-4.5,-1,-11,4,-3,4.0,-26,2.6,0,-0.3
CC(C)C1Nc2ccc(C(=O)N3CCN(c4ccccn4)CC3)cc2NC1=O (stereo unspecified),0.3,3,0,-5,4,5.2,-5,2.9,1,-3.3
O=C(CSc1ccc(Cl)cc1)c1ccco1,-0.4,6,5,-3,3,0.9,/,/,/,-0.2
Clc1ccccc1OCCCCN1CCCCC1,-2.8,-2,8,-12,11,5.0,5,3.0,-1,2.4
O=C1OC(/C(=C\Nc2ccc(F)cc2F)[N+](=O)[O-])c2ccccc21 (stereo unspecified),-1.3,2,-2,-35,1,0.7,-20,6.1,-1,/
CCN(c1ccccc1)S(=O)(=O)c1ccc(NC(=O)c2nc(S(C)(=O)=O)ncc2Cl)cc1,-0.4,2,-17,-7,-34,2.9,16,/,/,-1.6
COc1ccc(CCN=C(N)NS(=O)(=O)c2ccc(F)cc2)cc1OC,-2.2,0,-5,2,-4,-1.0,23,-0.7,3,1.2
Cc1cccc(Nc2nc(-c3c(C)nc4ccccn34)cs2)c1,-2.2,3,-10,6,/,-1.6,7,1.8,-7,-1.6
COC(=O)C1CCN(c2cc(=O)n(Cc3ccc(F)cc3)c(=O)[nH]2)CC1,2.2,0,2,18,-18,-1.2,-4,0.9,0,-2.3
CCN(CCCNC(=O)C1CCN(S(=O)(=O)c2cccc3nonc23)CC1)Cc1ccccc1,0.2,-2,-8,-4,-3,2.2,/,-0.2,/,-1.1
CC1CCc2nn(CC(=O)NCCCN3CCOCC3)cc2C1 (stereo unspecified),-1.8,1,-16,-10,-5,4.5,0,1.7,-3,-1.1
N#CC1=C(N)SC(N)=C(C#N)C1c1ccnc2ccccc12,-2.3,-4,9,-13,7,1.4,16,1.7,/,/
COc1cc(C2C(C#N)=C(N)N(c3ccc(F)cc3)C3=C2S(=O)(=O)CC3)ccc1O (stereo unspecified),-1.6,-1,-11,-4,-4,-1.4,-9,2.3,0,-1.5
O=c1[nH]c2ccc(NS(=O)(=O)c3ccc([N+](=O)[O-])cc3)cc2[nH]1,-2.5,3,-13,2,-5,-0.2,-35,2.3,1,0.6
O=C(CSc1nnc(COc2ccc(Cl)cc2)o1)N1CCCCC1,1.6,-1,6,-4,8,3.2,5,3.8,12,-1.9
O=C(Cn1cc(C(F)(F)F)ccc1=O)N/N=C/c1ccc(O)cc1,1.2,1,-11,2,-1,-0.7,4,-0.9,-2,-1.4
O=C(Nc1ccc2c(c1)CCC2)c1c(F)cccc1Cl,1.7,-3,6,-1,4,0.9,20,2.9,17,-0.5
O=C(Nc1ccccc1)c1sc(N2CCOCC2)nc1-c1ccccc1,-1.9,-1,-6,-9,-9,2.1,-18,0.9,-2,-1.5
CCCCCCCCCCCCCC(=O)O,-2.1,0,-3,10,-2,1.0,4,2.6,4,0.4
CCOc1ccccc1-c1nc(CN2CCCN(C(=O)c3ccco3)CC2)c(C)o1,-3.6,-1,-14,1,1,-2.5,8,0.2,0,0.7
COc1ccc(NC(=O)CN(C)C(=O)c2n[nH]c3ccccc23)cc1,5.2,-1,3,-11,-1,8.8,12,5.3,16,-1.6
CC(=O)Oc1cccc(N2C(=O)c3ccc(C(=O)O)cc3C2=O)c1,-0.5,1,-15,22,-5,0.1,-17,2.5,-3,-3.5
Cc1cccc(NC(=S)N(C)C2CCCCC2)c1,-1.9,-2,11,0,0,2.5,-9,0.2,-1,-0.2
CC(C)CC(NS(=O)(=O)c1ccc2c(c1)oc(=O)n2C)C(=O)N1CC=C(c2ccccc2)CC1 (stereo unspecified),-2.2,-1,-11,3,19,-0.4,-13,0.5,-2,-0.3
COc1ccc(NC2CCCN(C(=O)c3csc(C(C)C)n3)C2)cc1OC (stereo unspecified),0.3,2,-12,1,-3,1.1,-3,2.0,0,-0.3
CN(C)c1ccc(-c2noc(C3CCN(C(=O)Nc4ccc(Cl)cc4)CC3)n2)cc1,1.5,1,9,8,/,2.3,-5,1.8,1,0.3
CN(Cc1cccnc1)Cc1c(C(=O)N2CCc3ccccc3C2)nc2ccc(Cl)cn12,-3.4,1,-1,7,1,-1.7,-6,4.5,0,-2.0
COc1cccc(CN(CC2CCCO2)C(=O)c2cc3ccccc3oc2=O)c1 (stereo unspecified),2.0,1,8,4,4,4.3,-3,3.8,10,-3.2
CCOc1ccc(NC(=O)CN(C)C(=O)c2cc(-c3cccs3)nn2-c2ccccc2)cc1OCC,0.7,1,-14,-1,-6,-1.9,/,3.7,-4,-1.9
O=C(/C=C/c1ccc([N+](=O)[O-])cc1)NNC(=O)C1CC1,1.3,-1,-15,2,4,2.5,15,1.7,-3,-0.2
N#CC(=C(O)COC(=O)c1ccc2c(c1)OCCO2)c1nc2ccccc2[nH]1,/,3,11,-3,7,/,-9,3.8,-6,-1.3
COc1cc(NS(=O)(=O)c2ccc(N)cc2)nc(OC)n1,4.9,1,-12,-6,5,5.6,-12,5.9,0,0.4
S=C(NCc1ccco1)NCc1ccccc1Cl,/,5,-9,2,-2,/,-4,2.5,0,-2.0
CCOc1ccc(S(=O)(=O)N(C)CC(=O)NC2CC2)cc1,-1.7,1,-6,8,3,-1.1,-13,2.0,4,-0.8
Cc1[nH]n(-c2ccccc2)c(=O)c1C=Nc1cccc(F)c1,0.1,-4,-11,8,7,0.5,-17,-0.3,2,-1.1
O=C(CCc1ccccc1)Nc1ncc([N+](=O)[O-])s1,3.0,0,-8,-10,2,8.2,-3,5.7,6,0.3
COc1cc2c(cc1OC)CN(C(=O)CSc1n[nH]c(N)n1)CC2,-2.0,-3,-20,-1,4,-0.5,10,1.4,/,-0.3
CCOC(=O)N1CCN(c2c(NCCN3CCCCC3CC)c(=O)c2=O)CC1 (stereo unspecified),-2.1,-1,5,-3,4,1.7,-20,0.7,-1,0.4

# Of the compounds above, nine have an NH in an aromatic ring.
SMILES,E coli growth,DAGLB inhibitor,PvdQ acylase,Tat transport,Rtt109 Vps75,AddAB inh,PfHsp90 set2,phage Ecoli inh,Wnt bcat act,CAL PDZ FP
O=C(O)c1cc(=O)c2c(Cl)cc(Cl)cc2[nH]1,2.8,2,7,-7,-3,-0.6,-2,3.0,-1,0.1
N#Cc1cnn(-c2nc3sc4c(c3c(=O)[nH]2)CCCC4)c1N,-0.2,1,7,8,6,0.3,4,1.0,/,0.1
CCOC(=O)C1CCCN(S(=O)(=O)c2cc3[nH]c(=O)c(=O)[nH]c3cc2C)C1 (stereo unspecified),-4.5,-1,-11,4,-3,4.0,-26,2.6,0,-0.3
COC(=O)C1CCN(c2cc(=O)n(Cc3ccc(F)cc3)c(=O)[nH]2)CC1,2.2,0,2,18,-18,-1.2,-4,0.9,0,-2.3
O=c1[nH]c2ccc(NS(=O)(=O)c3ccc([N+](=O)[O-])cc3)cc2[nH]1,-2.5,3,-13,2,-5,-0.2,-35,2.3,1,0.6
COc1ccc(NC(=O)CN(C)C(=O)c2n[nH]c3ccccc23)cc1,5.2,-1,3,-11,-1,8.8,12,5.3,16,-1.6
N#CC(=C(O)COC(=O)c1ccc2c(c1)OCCO2)c1nc2ccccc2[nH]1,/,3,11,-3,7,/,-9,3.8,-6,-1.3
Cc1[nH]n(-c2ccccc2)c(=O)c1C=Nc1cccc(F)c1,0.1,-4,-11,8,7,0.5,-17,-0.3,2,-1.1
COc1cc2c(cc1OC)CN(C(=O)CSc1n[nH]c(N)n1)CC2,-2.0,-3,-20,-1,4,-0.5,10,1.4,/,-0.3

# From PubChem
